Assay outcomes from PubChem.
D1 agonist: activates the human D1 dopamine receptor | P21728 | HEK293 T-REx D1 cells, calcium flux, agonist mode | activation, % at 2 µM | hit rate 1% among 360,000 | AID 504660; in the data active means activation above about 30%; further: 0% is about no effect
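Agonism was scored from calcium flux recorded over 180 s (1 read/s) after pintool compound addition, following a 10-cycle baseline. Cells were inducible force-coupled HEK293 TREx D1, plated overnight at 30 C and loaded with no-wash calcium dye.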
D1 PAM: human D1 dopamine receptor positive modulation. AID 504651. HEK293 TREx D1 cells, calcium flux, dopamine EC20 potentiation. hit rate 0.036% among 360,000. P21728. potentiation, % at 10 µM; in the data active means potentiation above about 30%; further: 0% is about no effect
RXFP1 ag: activates the human relaxin receptor RXFP1; AID 2676; Q9HBX9; hit rate 0.3% among 370,000; Potency, µM (top dose mostly 57.5 µM), for inactives: at the top dose activation, most hits filed as activators; HEK293T-RXFP1 cAMP TR-FRET, 30 min; response scale: percent of porcine relaxin response, buffer zero; further: potency means the concentration at half of the fitted maximal effect; on the % scale 0 is the no-effect control and ±100 the full control effect; nearly all actives have a fitted effect of over 60% in size; many of its hits are not listed in these tables
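HEK293 cells stably expressing RXFP1, treated 30 min at 37C with compounds plus PDE4 inhibitor Ro 20174; cAMP measured by HTRF TR-FRET. Normalized to buffer and 29 nM porcine relaxin; EC50 by Hill fit.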
D2 potentiator: positive allosteric modulators of human D2 dopamine receptor. P14416. HEK293 T-REx D2, calcium flux, EC20 dopamine potentiation. hit rate 0.34% among 340,000. potentiation, % at 10 µM;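 active means potentiation over 3 SD above the plate norm, cut at about 30% in these data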; further: 0% is about no effect
Target sequence (P14416 whole entry, looked up): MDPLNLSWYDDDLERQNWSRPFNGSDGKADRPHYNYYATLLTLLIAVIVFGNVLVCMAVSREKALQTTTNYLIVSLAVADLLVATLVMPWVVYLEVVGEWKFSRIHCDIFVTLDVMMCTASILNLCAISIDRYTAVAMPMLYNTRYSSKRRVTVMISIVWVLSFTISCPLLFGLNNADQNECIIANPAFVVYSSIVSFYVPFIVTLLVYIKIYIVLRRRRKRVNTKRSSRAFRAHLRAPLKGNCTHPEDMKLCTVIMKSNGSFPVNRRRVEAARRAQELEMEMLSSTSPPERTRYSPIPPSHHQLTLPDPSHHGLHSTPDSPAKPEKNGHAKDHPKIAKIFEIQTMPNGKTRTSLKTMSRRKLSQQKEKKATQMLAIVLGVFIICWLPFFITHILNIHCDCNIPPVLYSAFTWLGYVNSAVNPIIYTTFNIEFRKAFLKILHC
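Potentiation of an EC20 dopamine calcium response is measured in a force-coupled, tetracycline-inducible Hek293 Trex D2 line. Compound-only kinetic reads over 180 s flag agonists before dopamine addition.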
D1 antag: blocks dopamine activation of the human D1 receptor | HEK293 TREx D1 cells, calcium flux, dopamine EC80; active compounds read low | activity change, negative = inhibition, % at 10 µM | hit rate 3.2% among 360,000; in the data active means activity change below about -30%; further: on the % scale 0 is the no-effect control and ±100 the full control effect
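Inducible Hek293 Trex D1 cells (tetracycline, overnight, 30 C). Calcium dye 30–90 min RT. Antagonist mode: EC80 dopamine added after 180 s compound read.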
GRP78 ERSR act: inducers of ER stress response in human glioma cells; U87-MG GRP78 promoter luciferase reporter, 16 h; Potency, µM, without a hit: at the highest dose activation, most hits filed as activators; hit rate 0.02% among 420,000; further: potency means the concentration at half of the fitted maximal effect; series mostly up to about 76 µM; % of control where 0% means no effect; nearly all actives have a fitted effect of over 35% in size
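ERSR induction read as luciferase luminescence (Bright-Glo, 10 min at room temperature) in stably transfected human U87-MG glioma cells exposed to compounds for 16 h, using GRP78 as sensor.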
Vif-APOBEC3F blk: Vif-A3F binding inhibition | Potency, µM (top dose mostly 46.1 µM), inactives show top-dose activity, negative = active | hit rate 0.2% among 390,000 | HeLa A3F-eYFP + Vif (tagged APOBEC3F with the HIV-1 protein that degrades it), YFP fluorescence increase | AID 602313; further: potency means the concentration at half of the fitted maximal effect; % of control where 0% means no effect; nearly all actives have a fitted effect of over 65% in size
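Fluorescence increase (Ex 488/Em 500-530) after overnight compound treatment at 37 deg C flags inhibition of Vif-driven A3F-eYFP loss in stable HeLa A3F-eYFP/Vif cells seeded overnight beforehand.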
Vif-APOBEC3G blk: Vif-A3G binding inhibition | Q9HC16 | HeLa A3G-eYFP + Vif (tagged APOBEC3G with the HIV-1 protein that degrades it), YFP fluorescence, overnight | Potency, µM (top dose mostly 46.1 µM), inactives show top-dose activity, negative = active, actives largely listed as inhibitors | hit rate 0.076% among 410,000 | AID 602310;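 further: potency means the concentration at half of the fitted maximal effect; on the % scale 0 is the no-effect control and ±100 the full control effect; nearly all actives have a fitted effect of over 60% in size; hits raise eYFP signal because A3G escapes Vif-driven loss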
Target sequence (Q9HC16 whole entry, looked up): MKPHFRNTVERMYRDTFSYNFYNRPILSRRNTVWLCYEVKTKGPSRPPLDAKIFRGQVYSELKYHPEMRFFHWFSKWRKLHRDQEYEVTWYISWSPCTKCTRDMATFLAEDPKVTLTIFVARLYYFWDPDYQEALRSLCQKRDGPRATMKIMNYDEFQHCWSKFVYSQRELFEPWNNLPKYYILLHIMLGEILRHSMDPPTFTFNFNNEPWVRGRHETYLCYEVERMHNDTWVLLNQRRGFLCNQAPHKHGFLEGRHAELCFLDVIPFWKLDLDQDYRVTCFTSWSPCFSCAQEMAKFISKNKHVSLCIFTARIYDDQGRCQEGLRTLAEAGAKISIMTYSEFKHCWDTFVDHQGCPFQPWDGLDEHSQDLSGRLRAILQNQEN
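Read-out is eYFP fluorescence (Ex 488/Em 500-530) from Vif-expressing HeLa A3G-eYFP cells; more signal means A3G escaped Vif-mediated degradation. Cells plated overnight, compound pinned in, incubated overnight at 37 deg C.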
LDHA inh: LDHA (human) enzyme inhibition | purified LDHA, NADH/diaphorase-resazurin fluorescence; active compounds read low | activity change, % (values are at about 110 or 230 µM) | hit rate 0.15% among 480,000 | AID 1347041 | P00338; in the data active means activity change below about -30%; inconclusive means mostly about -25% to -30%;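 further: plate controls were DMSO wells for no effect and wells without enzyme for full effect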
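Human LDH5 (2 nM) was incubated with 0.06 mM NADH and 0.2 mM pyruvate for 5 min at room temperature in Tris pH 7.4. Remaining NADH was coupled through diaphorase/resazurin, and resorufin fluorescence was read at 0 and 20 min.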
* hit, by the source's call; ? = inconclusive; · = not tested or not shown; & = joins results of further samples. Unless noted, the call rests on the fitted dose curve; in most records, active means well fitted curve in the direction sought with a large enough effect; inconclusive means small, poorly fitted or top-dose-only effect, or another doubt; inactive means no such curve, though single readings can be large; an effect the other way counts as inactive or inconclusive. The list is partial; the hit share may differ from the screen's.

SMILES	D1 agonist	D1 PAM	RXFP1 ag	D2 potentiator	D1 antag	GRP78 ERSR act	Vif-APOBEC3F blk	Vif-APOBEC3G blk	LDHA inh
COc1ccc(-c2nnn(CC(=O)NCc3ccc4c(c3)OCO4)n2)cc1OC	4	4	4.0%	-3	8	-2%	-12%	-4%	-10
O=C(NC(=S)N1CCOCC1)c1ccccc1Cl	4	1	0.0%	7	10	4%	-3%	0%	-5
Cn1nccc1C(=O)OCC(=O)Nc1ccc(S(N)(=O)=O)cc1	1	1	1.7%	-5	-13	0%	?	1%	1
Cn1cc(Br)c(C(=O)Nc2nccs2)n1	14	-3	4.3%	·	-5	2%	3%	-5%	-7
CCOC(=O)C1=C(CS(=O)(=O)c2ccccc2)NC(=O)NC1c1cc(OC)c(O)c(OC)c1 (centres undefined)	1	-3	-0.4%	-5	5	-2%	3%	1%	-1
Cc1cc(N2CCOCC2)ccc1/C=C\[N+](=O)[O-]	47*	-2	3.9%	-4	11	-16%	-23%	-28%	-1
COc1ccccc1NC(=O)CSc1nnnn1-c1ccc(F)cc1	1	-2	0.0%	-4	-13	-1%	-11%	-1%	-7
CC(C)c1ccc(NC(=S)Nc2ccc3[nH]c(=O)[nH]c3c2)cc1	4	-11	2.8%	-3	-8	1%	1%	1%	-2
CCCCNC(=O)C1(c2ccc(OC)cc2)CCOCC1	1	3	1.0%	12	3	-3%	-5%	3%	-1
O=C(c1cccc(F)c1)N1CCC(O)(c2cccnc2)CC1	1	-6	1.7%	10	6	0%	-18%	-4%	2
CN(C)CCNC(=S)Nc1ccc(-c2nc3ccccc3[nH]2)cc1	0	-7	0.7%	12	-5	-8%	1%	1%	1
Cc1ccccc1OCC(=O)Nc1nnc(S(=O)(=O)N2CCCCCC2)s1	0	-1	-2.1%	13	2	-3%	-15%	3%	-9
Cc1ccc(-c2nc(-c3cccnc3)no2)c(C)c1	-1	-1	1.7%	3	1	-2%	3%	0%	-6
Cc1ccc(-n2c(C)c3c(C)nnc(C)c3c2C)cc1	1	0	-0.4%	-6	12	·	·	·	·
CC1CC(=O)N(c2ccc(NCCc3ccc(O)cc3)c([N+](=O)[O-])c2)C1=O (centres undefined)	7	-3	0.7%	5	-19	4%	6%	-2%	-5
Nc1nonc1C(=O)N/N=C/c1cccc([N+](=O)[O-])c1	1	5	5.1%	-5	11	4%	-2%	-3%	-7
Oc1ccc(N=Cc2ccc(O)c(O)c2)cc1	3	-4	-2.9%	13	-1	10%	-14%	?	39
CC1CCCC=CC2CC(OC(=O)CN(C)C)CC2C(O)C=CC(=O)O1 (centres undefined)	·	·	·	·	·	3%	3%	-17%	-7
CC(Oc1ccc(-c2nnco2)cc1)C(=O)N1CCOCC1 (centres undefined)	1	-3	-0.3%	14	10	0%	-1%	3%	7
CCOc1ccc(C(C)NC(=S)NCc2ccc(F)cc2)cc1 (centres undefined)	59*	0	-0.4%	-4	1	-3%	1%	4%	-1
Cc1ccc(CN(CC(=O)NCCc2ccccc2)C(=O)CCCC(=O)Nc2cc(C)on2)cc1	3	-4	2.5%	11	-1	-1%	-6%	0%	-18
CCC1CN(C(=O)Nc2ccc(C(=O)O)cc2)c2cc(Cl)ccc2O1 (centres undefined)	1	0	-0.7%	-10	-13	-3%	4%	2%	-3
Cc1ccccc1C(=O)NC1CCS(=O)(=O)C1 (centres undefined)	4	-4	0.3%	-4	-4	-2%	1%	-6%	-7
O=C(CNC(=O)c1cccs1)NCC(=O)OCc1ccccc1Cl	1	1	5.3%	2	14	-3%	1%	-1%	-6
Cc1cc2c(s1)c1cnn(Cc3cccc(F)c3F)c(=O)c1n2C	1	5	·	·	-9	·	·	·	-6
Cn1c(=O)c2sccc2n(Cc2ccc(Br)cc2)c1=O	20	-3	0.3%	16	-26	3%	-28%	-1%	-5
Cc1cccc(NCc2cccc3ccccc23)n1	1	-3	1.9%	-7	-91*	2%	-22%	0%	0
COc1ccccc1C(CCNCc1ccc(N(C)C)cc1)c1ccc(OC(C)C)cc1 (centres undefined)	15	-2	0.5%	3	11	-15%	4%	-16%	3
c1ccc(CNc2nc3ccccc3c3nc(-c4ccccc4)nn23)cc1	1	-7	1.1%	-17	-7	0%	-2%	2%	-6
COc1cc(/C=C2/C(=O)NN(c3ccccc3)C2=O)cc(Br)c1O	2	-2	0.4%	7	-9	?	-9%	-14%	2
CCOc1ccc(C(=O)Nc2c3c(nn2-c2cccc(Cl)c2)CS(=O)C3)cc1 (centres undefined)	-2	-5	1.3%	-18	18	-3%	-1%	-6%	2
N#Cc1ccc(OCC(=O)NNC(=S)NC2CCCCC2)cc1	2	9	3.4%	24	-13	1%	-7%	1%	0
CCc1ccc(C(=O)NNC(=O)c2ccc(OCC(=O)N3CCOCC3)c(OC)c2)cc1	5	-4	1.7%	13	12	-6%	-7%	-4%	-2
CCN(CC)CC#CCC(O)(c1ccccc1)c1ccc(Br)cc1 (centres undefined)	32*	-4	-1.3%	-20	-40*	-4%	1%	5%	0
CCC(=O)c1ccccc1OCCSc1nc(C)cc(=O)[nH]1	-1	0	0.3%	7	-7	-1%	-6%	-4%	-3
CCC(CNc1cc(OC)cc2cccnc12)NC1CCCCC1 (centres undefined)	4	0	-2.4%	-18	-21	-5%	?	0%	8
COC(=O)c1cnc(N2CCN(c3ccc(F)cc3)CC2)c2ccccc12	-1	2	-0.6%	-9	6	0%	1%	10%	-5
COc1cc(/C=C2/CC/C(=C/c3ccc(O)c(OC)c3)C2=O)ccc1O	78*	11	-4.7%	-2	-8	-2%	?	?	-7
O=C(CN(Cc1ccco1)C(=O)Cn1nnc(-c2ccc(F)cc2)n1)NC1CCCC1	-1	-3	0.3%	8	5	-5%	-2%	2%	-1
C=CCc1cccc2cc(C(=O)N(CC)CC)c(=O)oc12	4	3	2.8%	3	4	-3%	2%	2%	5
O=C1C=C(c2ccc(Oc3ccccc3)cc2)C[C@@H](c2ccc(F)cc2)C1	5	-1	-0.1%	-2	·	-4%	0%	-1%	-4
Nc1ccc(N2CCOCC2)c(S(=O)(=O)Nc2cc(Cl)ccc2Cl)c1	1	22	-0.4%	-1	18	-3%	2%	-7%	-1
CNS(=O)(=O)c1cn(CC(=O)N2CCN(c3ccc(Cl)cc3)CC2)cc1S(=O)(=O)NC	1	-2	7.7%	7	-4	-2%	-3%	4%	-3
CCCC(=O)N/C(N)=N/c1nc(C)c2cc(C)ccc2n1	1	5	3.3%	-2	-18	2%	-1%	0%	1&-11
O=C(Nc1cccc(C(F)(F)F)c1)c1cc(Br)cc2c1OCC2	3	0	?	1	-9	-1%	3%	0%	-10
COC(=O)c1cc(C(=O)OCC(=O)N2CCCCC2)cc([N+](=O)[O-])c1	·	·	·	·	·	-3%	-7%	3%	-5
COc1cccc(OC)c1C(=O)OCC(=O)/C(C#N)=C(\C)N	4	-4	-0.6%	-4	-10	-4%	11%	2%	2
O=[N+]([O-])c1ccc(NN=Cc2ccco2)nc1	·	·	·	·	·	4%	?	4%	-5
Cc1cc(=O)oc2cc(OCC(=O)OC(C)C(=O)Nc3ccc(S(N)(=O)=O)cc3)ccc12 (centres undefined)	·	·	·	·	·	0%	27%	-1%	-6
COc1cc(C)c(Cl)cc1S(=O)(=O)NCC1CCCO1 (centres undefined)	1	-2	0.6%	-5	10	1%	-7%	1%	-2
Cc1nc(N2CCOCC2)c2c(C)c(C(=O)Nc3ccccc3Cl)sc2n1	-1	-5	15%	-2	-11	0%	2%	1%	-3
CC(=O)NNc1nc(-c2ccc(C)cc2)cs1	2	3	0.4%	·	-3	4%	-15%	-2%	6
Cc1cc(S(=O)(=O)N(Cc2ccccc2F)C2CC2)ccc1-n1cnnn1	4	-3	-1.3%	12	-5	-7%	-20%	-2%	-1
COc1cccc(C(=O)C2CN(c3ccccc3)CC2c2ccc(Cl)cc2)c1 (centres undefined)	2	-2	2.7%	·	-12	-2%	-16%	-3%	-11
Cc1ccc(C)c(N2CCN(C(=O)c3cc4c(=O)oc5ccccc5c4s3)CC2)c1	-1	2	0.7%	27	3	-4%	-3%	-1%	3
CCn1nc(C)c(CNC(=O)C2CCC(=O)N(Cc3ccc(Cl)cc3)C2)c1C (centres undefined)	2	-6	0.4%	3	0	0%	-6%	-3%	-4
CCOC(=O)c1ccc(Nc2cc(C)nc3ncnn23)cc1	3	-1	0.1%	3	-5	0%	-10%	0%	3
CCOC(=O)Nc1ccc2c(c1)nc1n2CCN(CCOC)C1	2	-3	-1.2%	-6	1	-2%	1%	5%	3
O=C(/C=C/NNC(=O)c1cccc(Br)c1)c1cccc(Br)c1	-1	0	-1.1%	-12	10	1%	-8%	0%	1
CCOc1ccccc1CNC(=O)c1cccn1-c1nnc(N2CCCC2)s1	4	-2	0.9%	1	-2	1%	-19%	4%	-2
O=C(Cn1c(=O)c2sccc2n(CC(=O)Nc2ccc(Cl)cc2Cl)c1=O)NCCc1ccccc1	5	-1	1.4%	-6	-9	0%	-5%	3%	-6

Shown as a hit in D1 agonist (from the list above):
SMILES	D1 agonist	D1 PAM	D2 potentiator	D1 antag	GRP78 ERSR act	Vif-APOBEC3G blk	LDHA inh
Cc1cc(N2CCOCC2)ccc1/C=C\[N+](=O)[O-]	47*	-2	-4	11	-16%	-28%	-1
CCOc1ccc(C(C)NC(=S)NCc2ccc(F)cc2)cc1 (centres undefined)	59*	0	-4	1	-3%	4%	-1
CCN(CC)CC#CCC(O)(c1ccccc1)c1ccc(Br)cc1 (centres undefined)	32*	-4	-20	-40*	-4%	5%	0
COc1cc(/C=C2/CC/C(=C/c3ccc(O)c(OC)c3)C2=O)ccc1O	78*	11	-2	-8	-2%	?	-7
